Mcl1 Bid PPI – Mcl-1/Bid binding inhibitors, primary screen, biochemical, TR-FRET, 1536-well; 220,000 tested, 0.97% active; TR-FRET Mcl-1/Bid-Dy647 peptide binding; Induced myeloid leukemia cell differentiation protein Mcl-1 (Homo sapiens), Q07820; inhibition, % at 21.7 µM;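 active = compounds that cut the binding signal by more than half at the single screening dose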;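 also: His-tagged Mcl-1 with europium anti-His antibody binding Bid BH3 peptide; 0% = Mcl-1 plus peptide wells and 100% = peptide-only wells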
Bcl-2 Bim block – inhibitors of Bim-Bcl-2 binding, primary screen, biochemical, multiplexed, human Bcl-2 family | Bead-based flow cytometry, Bim peptide-Bcl-2 binding | inhibition, % at 10 µM | 190,000 tested, 0.06% active | AID 950, 2007; in the data active = inhibition above about 40%; inconclusive = no clear call, values can overlap the other calls;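 also: 0% = no compound wells with probe peptide and 100% = reference peptide inhibitor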
RGS8-Gao reg – RGS8-Galphao binding modulators, primary screen, biochemical, multiplexed bead flow cytometry; Guanine nucleotide-binding protein G(o) subunit alpha (Homo sapiens), P09471; actives lie on both sides; 220,000 tested, 0.34% active; response (percent of control binding), % at 10 µM; in the data active = response below about 60% or above about 140%; inactive = in between;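 also: Galphao activated as the GDP aluminium fluoride complex binding bead-coupled RGS8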
Target sequence (P09471 whole entry, looked up): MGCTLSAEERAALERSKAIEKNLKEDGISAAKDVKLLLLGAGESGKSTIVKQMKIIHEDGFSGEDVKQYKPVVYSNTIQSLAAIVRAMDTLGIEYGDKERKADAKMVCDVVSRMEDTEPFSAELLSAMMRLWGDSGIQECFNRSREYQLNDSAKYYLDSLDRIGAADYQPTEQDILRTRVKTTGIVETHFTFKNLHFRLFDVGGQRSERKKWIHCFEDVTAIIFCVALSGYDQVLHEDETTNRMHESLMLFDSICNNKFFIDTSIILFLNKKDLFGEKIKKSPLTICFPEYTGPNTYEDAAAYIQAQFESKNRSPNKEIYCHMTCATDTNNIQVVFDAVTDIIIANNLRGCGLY
RGS4-Gao reg – modulators of RGS4 binding to Galphao, primary screen, biochemical, multiplexed bead flow cytometry; Guanine nucleotide-binding protein G(o) subunit alpha (Homo sapiens), P09471; actives lie on both sides; binding response (% of control), % at 10 µM; 220,000 tested, 0.33% active; AID 1415, 2008; in the data active = binding response below about 49% or above about 150%; inactive = in between;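 also: fluorescent Galphao activated with aluminum fluoride binding bead-coupled RGS4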
Bcl-XL Bim block – inhibitors of Bim-Bcl-XL binding, primary screen, biochemical, multiplexed, bead flow cytometry, human Bcl-XL; Bcl-2-like protein 1 (Homo sapiens), Q07817; Bim peptide-Bcl-XL binding, fluorescence; inhibition, % at 10 µM; 190,000 tested, 0.04% active; AID 1007, 2008
Target sequence (Q07817 whole entry, looked up): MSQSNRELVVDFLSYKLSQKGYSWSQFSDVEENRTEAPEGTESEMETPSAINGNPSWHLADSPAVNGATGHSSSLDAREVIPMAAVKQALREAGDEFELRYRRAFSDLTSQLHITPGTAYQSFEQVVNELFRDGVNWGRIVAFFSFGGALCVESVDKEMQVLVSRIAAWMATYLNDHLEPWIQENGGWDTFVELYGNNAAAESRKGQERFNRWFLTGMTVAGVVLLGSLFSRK
Bfl-1 Bim block – inhibitors of Bim binding to Bfl-1, primary screen, biochemical, multiplexed, bead-based flow cytometry | Bcl-2-related protein A1 (Homo sapiens), Q16548 | Bim-Bfl-1 binding inhibition | inhibition, % at 10 µM | 190,000 tested, 0.12% active;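 also: 0% = wells without compound plus tracer and 100% = blocker peptide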
Mcl1 Noxa PPI – Mcl-1/Noxa binding inhibitors, primary screen, biochemical, TR-FRET, 1536-well; Induced myeloid leukemia cell differentiation protein Mcl-1 (Homo sapiens), Q07820; TR-FRET Mcl-1/Noxa peptide binding, 2 h; inhibition, % at 21.7 µM; 220,000 tested, 1.5% active; AID 1022, 2008;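 active = compounds that cut the protein-peptide binding signal by more than 50% relative to plate controls in a single-dose test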;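 also: His-tagged Mcl-1 with rhodamine Noxa BH3 peptide and terbium anti-His antibody; 0% = Mcl-1 plus Noxa peptide wells and 100% = peptide-only wells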
Bim-Bcl-B – inhibitors of Bim-Bcl-B binding, primary screen, biochemical, multiplexed, human Bcl-2 family. bead-based flow cytometry, Bim peptide-Bcl-B binding. inhibition, % at 10 µM. Bcl-2-like protein 10 (Homo sapiens), Q9HD36. 190,000 tested, 0.073% active. AID 951, 2007;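 also: 0% = tracer peptide without compound and 100% = reference inhibitor peptide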
Target sequence (Q9HD36 whole entry, looked up): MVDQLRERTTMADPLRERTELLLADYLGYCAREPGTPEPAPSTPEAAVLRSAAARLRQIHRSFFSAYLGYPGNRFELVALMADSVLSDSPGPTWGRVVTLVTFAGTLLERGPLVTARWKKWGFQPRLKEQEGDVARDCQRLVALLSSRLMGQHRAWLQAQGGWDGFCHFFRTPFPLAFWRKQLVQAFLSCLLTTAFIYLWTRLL
Mcl-1 Bim block – inhibitors of Bim peptide binding to Mcl-1, primary screen, biochemical, bead-based flow cytometry, multiplex; inhibition, % at 10 µM; Bim peptide-Mcl-1 binding; AID 1009, 2008; Induced myeloid leukemia cell differentiation protein Mcl-1 (Homo sapiens), Q07820; 190,000 tested, 0.1% active;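 also: 0% = no compound tracer wells and 100% = peptide blocker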
RGS7-Gao reg – RGS7-Galphao binding modulators, primary screen, biochemical, multiplexed bead flow cytometry | Guanine nucleotide-binding protein G(o) subunit alpha (Homo sapiens), P09471 | actives lie on both sides | binding response (% of control), % at 10 µM | 220,000 tested, 0.35% active; in the data active = binding response below about 49% or above about 150%; inconclusive = no clear call, values can overlap the other calls; inactive = in between;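 also: fluorescent Galphao held in activated GDP-AlF4 state binding bead-coupled RGS7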
Bcl-W Bim block – inhibitors of Bim binding to Bcl-W, primary screen, biochemical, multiplexed, bead-based flow cytometry. Bcl-2-like protein 2 (Homo sapiens), Q92843. Bim peptide-Bcl-W binding. inhibition, % at 10 µM. 190,000 tested, 0.02% active;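 also: 0% = bound tracer without compound and 100% = peptide blocker; higher means less fluorescent Bim peptide bound to Bcl-W beads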
Target sequence (Q92843 whole entry, looked up): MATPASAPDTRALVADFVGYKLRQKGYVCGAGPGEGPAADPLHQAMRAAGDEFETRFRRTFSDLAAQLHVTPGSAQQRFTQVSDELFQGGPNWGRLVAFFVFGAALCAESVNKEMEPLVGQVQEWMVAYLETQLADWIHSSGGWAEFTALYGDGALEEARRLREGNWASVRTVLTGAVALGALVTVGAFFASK
Starred values were filed as active, the others as inactive; ? = inconclusive; · = not tested or not shown. Rule as the data show it, unless noted: active = inhibition above about 40%.

SMILES	Mcl1 Bid PPI	Bcl-2 Bim block	RGS8-Gao reg	RGS4-Gao reg	Bcl-XL Bim block	Bfl-1 Bim block	Mcl1 Noxa PPI	Bim-Bcl-B	Mcl-1 Bim block	RGS7-Gao reg	Bcl-W Bim block
COC(=O)Cc1c(C)c2ccc(OC(C)C)cc2oc1=O	-1.3	·	101.2	97.3	·	·	-14.9	·	·	?	·
Nc1c(C(=O)c2ccc(Cl)cc2)oc2ccccc12	-43.6	-3.0	97.0	91.9	3.0	-6.0	10.7	0.0	0.0	97.1	0.0
O=C(N/N=C1\CCCc2ccccc21)c1ccccc1Cl	-26.1	-2.0	101.8	100.0	-2.0	-7.0	20.6	-2.0	1.0	97.4	-2.0
C/C(=N\N)c1c(-c2ccccc2)c2cc(Br)ccc2[nH]c1=O	-15.0	-8.0	97.2	94.7	-6.0	-11.0	7.5	-3.0	-1.0	94.7	-3.0
COC(=O)c1ccc(COc2ccccc2/C=N/NS(=O)(=O)c2ccccc2)cc1	-22.4	-2.0	102.3	96.8	-2.0	-8.0	-1.4	-2.0	0.0	100.2	-1.0
CC1Cc2ccccc2N1CC(=O)NC(=O)NCc1ccco1 (configuration not stated)	-5.2	-6.0	100.8	99.9	-3.0	-11.0	10.0	-8.0	-1.0	98.8	0.0
N#CC(C#N)=C1C=CC=CN1/C(=C\c1ccccc1Cl)C(=O)c1ccccc1	12.6	30.0	89.8	97.5	16.0	59.0*	64.0*	1.0	25.0	104.2	34.0
COc1ccc(NC(=O)CN(C)S(=O)(=O)c2cccc3nsnc23)cc1	-33.5	-2.0	99.9	100.8	-4.0	-4.0	11.7	5.0	22.0	99.5	-4.0
Cc1c(Cl)cccc1N(CC(=O)N1CCCCCC1)S(C)(=O)=O	0.1	-8.0	104.3	103.2	-7.0	-20.0	5.1	-4.0	0.0	99.5	0.0
COc1ccc(OC)c(C(c2nnnn2C2CCCC2)N2CCN(c3ccccc3)CC2)c1 (configuration not stated)	20.3	-10.0	101.2	99.5	-2.0	-13.0	10.2	-8.0	-1.0	99.0	0.0
CCc1c(C)nc(N)nc1Cl	-17.9	·	101.9	103.0	·	·	-0.4	·	·	?	·
C=CCN1C(=O)C(CC(=O)O)SC1=Nc1c(C)n(C)n(-c2ccccc2)c1=O (configuration not stated)	2.0	-3.0	102.1	98.7	0.0	-3.0	21.9	-1.0	2.0	102.4	-3.0
O=C(COc1ccccc1/C=C1\SC(=O)NC1=O)Nc1ccccc1	-38.1	-4.0	89.9	100.9	-3.0	-12.0	9.9	-5.0	-1.0	97.8	0.0
CCC(Sc1nc(N)c(NC(=O)c2ccc(OC)c(OC)c2)c(=O)[nH]1)C(=O)OC (configuration not stated)	-21.3	-5.0	101.2	101.7	0.0	-3.0	6.2	-6.0	0.0	100.7	0.0
S=C(NCCc1ccccn1)Nc1ccccc1	-42.8	-1.0	105.3	108.2	2.0	-3.0	-3.3	0.0	1.0	141.4	0.0
Cc1ncc(CO)c2cc(-c3nnc(Nc4ccc5c(c4)OCO5)s3)c(=O)oc12	7.7	·	98.6	97.6	·	·	46.7	·	·	?	·
Cc1cccn2c(=O)c3cc(C(=O)NCc4cccnc4)c(=N)n(C(C)C)c3nc12	-57.5	-1.0	110.4	110.3	-3.0	0.0	5.8	0.0	2.0	113.3	0.0
COc1ccc(C2c3c(-c4ccccc4)n[nH]c3C(=O)N2c2ccc(C(=O)O)cc2)cc1 (configuration not stated)	-12.9	·	98.5	102.0	·	·	24.5	·	·	?	·
COc1ccc(NC(=S)NC2CC3CCC(C2)N3Cc2ccco2)cc1 (configuration not stated)	-84.4	0.0	125.2	104.6	0.0	0.0	-3.1	0.0	0.0	101.4	-2.0
CCC(C)(C(=O)NC1CCCCC1)N(C(=O)CNC(C)=O)c1c(C)n(C)n(-c2ccccc2)c1=O (configuration not stated)	-42.6	-5.0	99.9	98.7	0.0	-10.0	5.5	-4.0	2.0	101.3	0.0
Cn1nnc(NC(=O)c2ccc(C(C)(C)C)cc2)n1	-26.9	-1.0	102.7	100.6	-3.0	-3.0	-5.6	-1.0	0.0	98.0	-5.0
COc1ccc(NC(=O)c2nc3nc(C)cc(C(F)F)n3n2)cc1OC	-10.0	-11.0	101.6	102.9	-6.0	-6.0	5.4	-12.0	-1.0	98.5	-1.0
CCSc1ccccc1C(=O)Nc1ccc(S(=O)(=O)NC(C)=O)cc1	-38.7	1.0	102.9	101.0	2.0	0.0	34.9	-3.0	0.0	101.2	-1.0
CCc1nc2sc(C(C)=O)c(N)c2c2c1CCCC2	-51.9	·	101.0	96.4	·	·	1.8	·	·	?	·
C/C(CCc1ccccc1)=N\NC(=O)COc1ccccc1C	-9.7	0.0	97.6	97.3	0.0	-4.0	-16.6	-4.0	0.0	96.8	0.0
CCOc1cc(S(=O)(=O)N2CCCCC2)ccc1F	-11.1	2.0	96.7	90.2	16.0	1.0	23.3	1.0	-3.0	100.3	1.0
COC(=O)c1ccc(NC(=O)c2cnc3scc(C)n3c2=O)cc1	-2.5	-4.0	96.8	93.8	0.0	-5.0	2.7	-2.0	5.0	90.8	-2.0
CC1CCC(n2c(=S)[nH]c3ccccc3c2=O)CC1 (configuration not stated)	0.0	-11.0	111.7	100.2	-7.0	-15.0	9.2	-13.0	-3.0	109.4	-2.0
CCCC(=O)NC(Nc1cccc(C(F)(F)F)c1)C(Cl)(Cl)Cl (configuration not stated)	-11.5	-6.0	102.7	100.3	1.0	-8.0	-18.6	-6.0	2.0	99.9	0.0
COCC(=O)Nc1ccccc1-c1ccccc1	-14.6	0.0	104.2	104.6	0.0	-3.0	7.1	-1.0	3.0	99.2	1.0
Cc1noc(C)c1COC(=O)CNC(=O)c1ccc(Cl)cc1	9.2	0.0	91.8	98.2	2.0	4.0	13.0	2.0	2.0	100.5	0.0
O=S1(=O)CCC(NC(=S)NC2CCS(=O)(=O)C2)C1 (configuration not stated)	-61.5	-4.0	98.4	96.3	-10.0	-5.0	-3.5	-6.0	-4.0	93.8	-5.0
CC1=C(C)NC(=S)SC1	6.0	-6.0	100.3	98.8	-6.0	-17.0	13.1	-8.0	-4.0	99.9	0.0
Cc1ccc(C)c(NC(=O)CCC(=O)NNC(=O)c2cccc([N+](=O)[O-])c2)c1	-1.5	-10.0	102.3	105.4	-10.0	-13.0	2.4	-12.0	0.0	99.7	0.0
COC(=O)C(NC(C)=O)(Nc1cc(C)ccn1)C(F)(F)F (configuration not stated)	0.8	·	99.5	98.7	·	·	14.5	·	·	?	·
Cc1ccc(C)c(Cn2nnc3c(=O)[nH]c(C4CCCN(C(=O)C5CCC5)C4)nc32)c1 (configuration not stated)	-6.3	-10.0	101.7	102.2	-4.0	-9.0	13.3	-9.0	0.0	102.8	1.0
COc1nc(-c2ccccc2)ccc1-c1noc(-c2ccccc2)n1	-14.5	-10.0	102.0	101.4	4.0	-10.0	-19.7	-7.0	0.0	103.2	-2.0
Cc1cc(C(F)F)n2nc(C(=O)NCc3ccccc3F)nc2n1	-10.0	-2.0	94.1	90.8	1.0	1.0	7.3	-1.0	-3.0	91.2	-1.0
O=C(N=C1SCC(=O)N1c1ccccc1Cl)c1ccco1	-9.5	-5.0	99.1	102.9	-1.0	0.0	-8.7	-2.0	-3.0	105.5	-6.0
Cc1ccc(S(=O)(=O)N2CCOCC2)cc1C(=O)N1CCN(S(=O)(=O)c2cccs2)CC1	-23.3	·	100.7	105.7	·	·	-6.5	·	·	?	·

The closing 2 records of the section above are carried over, then new ones follow:
SMILES	Mcl1 Bid PPI	Bcl-2 Bim block	RGS8-Gao reg	RGS4-Gao reg	Bcl-XL Bim block	Bfl-1 Bim block	Mcl1 Noxa PPI	Bim-Bcl-B	Mcl-1 Bim block	RGS7-Gao reg	Bcl-W Bim block
O=C(N=C1SCC(=O)N1c1ccccc1Cl)c1ccco1	-9.5	-5.0	99.1	102.9	-1.0	0.0	-8.7	-2.0	-3.0	105.5	-6.0
Cc1ccc(S(=O)(=O)N2CCOCC2)cc1C(=O)N1CCN(S(=O)(=O)c2cccs2)CC1	-23.3	·	100.7	105.7	·	·	-6.5	·	·	?	·
COc1ccccc1C(=O)Nn1cnc2ccccc2c1=O	-3.4	-10.0	100.3	99.0	-3.0	-13.0	7.0	-9.0	0.0	99.7	2.0
COCCN(C(=S)Nc1cccc(C)c1C)C(C)c1ccco1 (configuration not stated)	-7.0	-2.0	100.2	99.7	-3.0	2.0	14.2	2.0	-4.0	?	-3.0
O=C(c1ccccc1)N1CCN(C(=S)NCc2ccco2)CC1	-36.4	1.0	100.4	103.3	-4.0	-2.0	-5.0	-7.0	0.0	101.1	0.0
Cc1[nH]c(=S)[nH]c(=O)c1CCCO	-71.7	2.0	105.2	106.2	-3.0	0.0	-0.7	-7.0	0.0	107.1	-1.0
Cc1ccc(SCc2nc(N)nc(Nc3ccccc3C)n2)c(C)c1	-18.8	-8.0	98.6	97.4	-5.0	-4.0	7.0	-6.0	-2.0	94.6	-2.0
CCN1C(=O)C(O)(C2COC(C)(C)CC2=O)c2cc(Br)ccc21 (configuration not stated)	-0.1	-6.0	101.3	104.7	-6.0	-14.0	1.6	-4.0	0.0	98.2	1.0
O=c1oc(-c2cccc(S(=O)(=O)N3CCOCC3)c2)nc2ccccc12	1.3	0.0	94.5	97.0	3.0	2.0	0.3	0.0	4.0	97.5	0.0
Cn1c(=O)c2c(nc(Br)n2Cc2ccccc2Cl)n(C)c1=O	-27.1	-3.0	99.5	99.3	-2.0	-1.0	6.5	0.0	0.0	98.2	0.0
CCOC(=O)N1CCN(C(=O)c2ccc(CN(c3ccc(C)c(C)c3)S(C)(=O)=O)cc2)CC1	-41.0	-6.0	99.7	96.5	-4.0	-11.0	-12.9	-6.0	1.0	100.5	0.0
COc1ccc(-c2nc3cnccn3c2Nc2ccc3c(c2)OCO3)cc1	-33.8	10.0	104.0	101.1	1.0	1.0	44.7	-4.0	1.0	100.9	7.0
COc1ccc(N2CCn3c2nc2c3c(=O)n(CCc3ccccc3)c(=O)n2C)c(OC)c1	-63.0	-5.0	98.3	96.2	-3.0	-5.0	-11.1	-5.0	0.0	98.6	-3.0
Cc1c(C(=O)Nc2ccc(Cl)cc2)c2ccccn2c1C(=O)c1ccc([N+](=O)[O-])cc1	-16.9	-14.0	101.6	103.4	4.0	-9.0	0.8	-29.0	-128.0	101.2	4.0
